KinaseGlo FLuc: Counterscreen for Luciferase (Kinase-Glo TM) Inhibition; Luciferin 4-monooxygenase (Photuris pensylvanica), Q27757; Kinase-Glo luciferase, ATP luminescence, 8 min; Potency, µM (titrated, usually from 38.3 µM), inactives show at the top dose activity change, negative = inhibition, actives largely listed as inhibitors; hit rate 0.28% among 200,000; AID 1379, 2008; also: potency is read from the fitted curve at half-maximal effect; % is scaled to controls: 0 for no effect and ±100 for the full control effect; nearly all actives have a fitted effect of over 60% in size
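Compounds were added to a substrate mix at pH 7.2 (50 mM imidazole, 10 uM ATP, within the enzyme's linear range), followed by Kinase-Glo detection reagent; luminescence was measured after 8 minutes at ambient temperature.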
HttQ103 aggreg: qHTS Multiplex Assay to Identify Dual Action Probes in a Cell Model of Huntington: Aggregate Formation (GFP); hit rate 1.1% among 220,000; PC12 HttQ103-GFP aggregates, Acumen cytometry, 40 h; Potency, µM (titrated, usually from 46.1 µM), for the others: at the highest dose activity change, negative = inhibition, usual class: inhibitors; also: potency is read from the fitted curve at half-maximal effect; % is scaled to controls: 0 for no effect and ±100 for the full control effect; nearly all actives have a fitted effect of over 60% in size
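Huntingtin Q103 exon 1–GFP aggregates in induced PC12 cells (100 nM tebufenozide) were quantified by cytometry from lysates, with compounds dosed in titration.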
Epigenetic reg: Quantitative High-Throughput Screen for Regulators of Epigenetic Control | murine LDR cells, GFP reporter derepression, 30 h | hit rate 0.2% among 280,000 | Potency, µM (highest dose often 53.9 µM), inactives show at the top dose GFP activation, most hits filed as activators; also: potency is read from the fitted curve at half-maximal effect; % of control where 0% means no effect; nearly all actives have a fitted effect of over 60% in size
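Murine LDR cells bearing a silenced CMV-driven GFP reporter were exposed to compound for 30 h at 37 C. After PBS washes, GFP-positive cells (20-120 um objects) counted by laser-scanning microplate cytometry.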
CBFb-RUNX1 inh: qHTS Assay for Compounds Blocking the Interaction Between CBF-beta and RUNX1 for the Treatment of Acute Myeloid Leukemia | Runt-related transcription factor 1 (Homo sapiens) + Core-binding factor subunit beta … | AlphaScreen CBFb-His/RUNX1-biotin binding, biochemical | Potency, µM (highest dose often 59.8 µM), without a hit: top-dose activity, negative = inhibition, usual class: inhibitors | 230,000 tested, under 10 active; also: % of control where 0% means no effect
Target sequence (Q01196 whole entry, looked up): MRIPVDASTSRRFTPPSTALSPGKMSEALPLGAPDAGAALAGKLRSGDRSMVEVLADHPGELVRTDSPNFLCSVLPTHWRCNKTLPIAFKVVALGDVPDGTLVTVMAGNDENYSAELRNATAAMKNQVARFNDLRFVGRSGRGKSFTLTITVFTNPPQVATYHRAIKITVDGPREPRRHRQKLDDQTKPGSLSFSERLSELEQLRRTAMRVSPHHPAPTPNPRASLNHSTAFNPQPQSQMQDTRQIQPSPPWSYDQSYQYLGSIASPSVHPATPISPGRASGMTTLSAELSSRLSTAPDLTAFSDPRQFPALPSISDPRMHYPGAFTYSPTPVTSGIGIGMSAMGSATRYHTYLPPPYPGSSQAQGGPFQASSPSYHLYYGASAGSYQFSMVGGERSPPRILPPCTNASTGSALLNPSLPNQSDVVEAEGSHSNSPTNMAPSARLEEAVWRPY
Target sequence (Q13951 whole entry, looked up): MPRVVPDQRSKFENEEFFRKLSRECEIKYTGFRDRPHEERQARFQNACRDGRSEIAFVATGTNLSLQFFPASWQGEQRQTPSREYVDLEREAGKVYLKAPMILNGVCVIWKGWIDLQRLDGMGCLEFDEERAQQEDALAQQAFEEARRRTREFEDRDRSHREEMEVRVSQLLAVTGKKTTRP
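CBF-beta (His) and RUNX1 (biotin), 30 nM each; 20 min preassociation; + compound, 15 min; + beads 50 ng each (Ni, streptavidin), 90 min; RT; AlphaScreen read.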
IMPase Li cell: qHTS Assay for Identifying the Cell-Membrane Permeable IMPase Inhibitors: Potentiation with Lithium. Potency, µM (top dose mostly 59.4 µM), inactives show at the highest dose activity, negative = IMPase inhibition, usual class: inhibitors. hit rate 0.35% among 210,000. AID 1457, 2008. CHO-M1 cells, IP1 TR-FRET (IP-One), carbachol + lithium;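 also: IP1 builds up when IMPase is blocked and the TR-FRET signal falls; potency is read from the fitted curve at half-maximal effect; plate controls were basal vehicle for no effect and high inhibitor control for full effect; nearly all actives have a fitted effect of over 50% in size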
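Concentration–response in CHO-M1 cells, lithium-potentiated; 30 min at 37C. IP1 detected by competitive TR-FRET after 10 min lysis at RT. Hill-fitted AC50.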
NPSR antagonist: qHTS Assay for Antagonists of the Neuropeptide S Receptor: cAMP Signal Transduction; Q6W5P4; CHO-NPSR cells, cAMP TR-FRET, antagonist mode; Potency, µM (series often up to 38.3 µM), without a hit: at the highest dose activity change, negative = inhibition, most hits filed as inhibitors; hit rate 1% among 220,000; AID 1461, 2008; also: potency is read from the fitted curve at half-maximal effect; % is scaled to controls: 0 for no effect and ±100 for the full control effect; nearly all actives have a fitted effect of over 50% in size; many of its hits are not listed in these tables
Target sequence (Q6W5P4 whole entry, looked up): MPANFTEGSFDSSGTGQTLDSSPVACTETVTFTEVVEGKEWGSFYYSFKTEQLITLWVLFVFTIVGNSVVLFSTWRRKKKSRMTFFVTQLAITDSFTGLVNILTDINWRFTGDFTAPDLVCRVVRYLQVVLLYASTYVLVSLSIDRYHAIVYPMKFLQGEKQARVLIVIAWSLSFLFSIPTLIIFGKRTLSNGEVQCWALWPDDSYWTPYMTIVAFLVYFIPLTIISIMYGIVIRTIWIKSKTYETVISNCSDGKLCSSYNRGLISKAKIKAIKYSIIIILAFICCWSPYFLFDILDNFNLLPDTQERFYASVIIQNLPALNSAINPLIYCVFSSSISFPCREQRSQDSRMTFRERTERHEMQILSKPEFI
Lamin A splicing: qHTS Assay for Modulators of Lamin A Splicing; HeLa LMNA splicing GFP/RFP minigene ratio, 48 h; Potency, µM (highest dose often 46.1 µM), for the others: top-dose ratio change, negative = inhibition, hits mostly inhibitors; hit rate 0.01% among 200,000; active = well fitted inhibition curve with a large enough effect in the signal ratio, with a control signal flat, not every such curve was filed as active; inconclusive = small, poorly fitted or top-dose-only effect, or effect the other way, or a change in a side signal; the % refers to the signal ratio; also: potency is read from the fitted curve at half-maximal effect; % is scaled to controls: 0 for no effect and ±100 for the full control effect
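Read-out is the ratio of GFP to DsRed2 object intensity, acquired by 488 nm laser-scanning cytometry on HeLa lamin A-EGFP minigene reporter cells. Compound incubation 48 hrs at 37 °C in Opti-MEM with 2% FBS; DMSO 0.5% final.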
An asterisk follows results filed as active; ? = inconclusive; . = not tested or not shown; & = joins results of further samples; [ ] = another dose, or the depositor's remark. Unless noted, calls follow the shape of the dose curve; as a rule, active = well fitted curve in the direction sought with a large enough effect; inconclusive = small, poorly fitted or top-dose-only effect, or another doubt; inactive = no such curve, though single readings can be large; an effect the other way counts as inactive or inconclusive. Some of the compounds tested; rates above refer to the full screens.

SMILES	KinaseGlo FLuc	HttQ103 aggreg	Epigenetic reg	CBFb-RUNX1 inh	IMPase Li cell	NPSR antagonist	Lamin A splicing
O=C(c1cccnc1)N1CCN(Cc2ccccc2Br)CC1	-4%	-15%	-4.1%	1%	30%[38.3 µM]	-9%[46.1 µM]	-10%
CCOC(=O)CN1C(=O)N[C@@H](c2cccs2)C(C(C)=O)=C1C	-2%[7.66 µM]	.	.	2%[13.1 µM]	-3%	.	23%[9.22 µM]
CC(C)NC(=O)c1cc(-n2cnnc2)ccc1Cl	-2%	6%	0.8%	-8%	31%[38.3 µM]	-9%[46.1 µM]	5%
CCn1c(CNc2nc(-c3ccccc3)cs2)nnc1SCC(=O)NCc1ccccc1	-1%	2%	3.1%	-3%	9%	-7%	-1%
CCCn1c(SCC(=O)Nc2c(C)cccc2CC)nnc1C(C)C	-2%	-3%	-1.0%	-1%	20%[38.3 µM]	0%[46.1 µM]	5%
CCCC(=O)C1=C(O)C(c2cccc(Oc3ccccc3)c2)CCC1=O (stereo not drawn)	1%	?	-2.1%	0%	-4%	3%	-25%[46 µM]
CCc1cc(=O)oc2cc(C)cc(OCC(C)=O)c12	.	22%[9.22 µM]	1.2%	7%	.	-19%	.
CC(C)OC(=O)C(C)Oc1ccc(C(=O)NCCc2ccccc2)cc1 (stereo not drawn)	-5%	-5%	-1.8%	1%	29%[38.3 µM]	-7%[46.1 µM]	5%
CCC(C)c1ccc(NC(=O)CC(C)=O)cc1 (stereo not drawn)	-3%	13%	-0.3%	0%	-11%[38.3 µM]	-12%[46.1 µM]	6%
O=C(Nc1n[nH]c(C(F)(F)F)n1)C1CC1	-2%	10%[9.22 µM]	1.5%	-14%	5%	17%	?
Cc1ccccc1-n1nc(SCC(=O)O)sc1=S	2%	-1%	0.6%	-1%	0%	5%	-1%[46 µM]
CCCC(=O)C1=C(O)C(C(=O)OC)C(C)(C)CC1=Nc1ccncc1 (stereo not drawn)	-1%	16%	-1.4%	9%	-11%[38.3 µM]	2%[46.1 µM]	1%
CCC(C)(C(=O)NC1CCCC1)N(Cc1cccs1)C(=O)Cc1cccs1 (stereo not drawn)	-5%	-3%	-1.0%	4%	34%[activator][38.3 µM]	-26%[46.1 µM]	-5%
CCn1c(C)c(C(C)=O)c(N2CCN(c3ccc(OC)cc3)CC2)nc1=S	-2%	5%	5.5%	?	9%	-20%	3%[46 µM]
Cc1ncsc1C(=O)N1N=C2/C(=C/c3ccc(N4CCOCC4)cc3)CCCC2C1c1ccc(N2CCOCC2)cc1 (stereo not drawn)	6%	?	-1.9%	-11%	11%[38.3 µM]	?	11%
CN(C)C(=O)N1CCC(C(=O)N2CCCC(C(=O)c3cccc4ccccc34)C2)CC1 (stereo not drawn)	.	-10%[9.22 µM]	-0.1%	2%	3%	11%	.
O=C(CSc1ccc2nnc(-c3ccccc3)n2n1)NCC1CCCO1 (stereo not drawn)	3%	4%	0.8%	-3%	1%	-4%[46.1 µM]	-10%
CC(C)=CCSc1nnc(CCNC(=O)OC(C)(C)C)o1	-3%	?	-1.1%	16%	5%[38.3 µM]	-7%[46.1 µM]	6%
O=C(c1ccccc1)N1CCN2C(=O)c3ccccc3C12c1ccc(Cl)cc1 (stereo not drawn)	-1%	?	-2.8%	-10%	29%[38.3 µM]	?	?
CCc1ccc(CN(C)C(=O)CCc2nnc(-c3ccc(-c4ccccc4)cc3)o2)nc1	.	?	2.8%	0%	.	14%	.

Shown as labelled records: part of the list above
> O=C(c1cccnc1)N1CCN(Cc2ccccc2Br)CC1
  KinaseGlo FLuc: -4% | HttQ103 aggreg: -15% | Epigenetic reg: -4.1% | CBFb-RUNX1 inh: 1% | IMPase Li cell: 30%[38.3 µM] | NPSR antagonist: -9%[46.1 µM] | Lamin A splicing: -10%
> CCOC(=O)CN1C(=O)N[C@@H](c2cccs2)C(C(C)=O)=C1C
  KinaseGlo FLuc: -2%[7.66 µM] | HttQ103 aggreg: . | Epigenetic reg: . | CBFb-RUNX1 inh: 2%[13.1 µM] | IMPase Li cell: -3% | NPSR antagonist: . | Lamin A splicing: 23%[9.22 µM]
> CC(C)NC(=O)c1cc(-n2cnnc2)ccc1Cl
  KinaseGlo FLuc: -2% | HttQ103 aggreg: 6% | Epigenetic reg: 0.8% | CBFb-RUNX1 inh: -8% | IMPase Li cell: 31%[38.3 µM] | NPSR antagonist: -9%[46.1 µM] | Lamin A splicing: 5%
> CCn1c(CNc2nc(-c3ccccc3)cs2)nnc1SCC(=O)NCc1ccccc1
  KinaseGlo FLuc: -1% | HttQ103 aggreg: 2% | Epigenetic reg: 3.1% | CBFb-RUNX1 inh: -3% | IMPase Li cell: 9% | NPSR antagonist: -7% | Lamin A splicing: -1%

The listing continues.
SMILES	KinaseGlo FLuc	HttQ103 aggreg	Epigenetic reg	CBFb-RUNX1 inh	IMPase Li cell	NPSR antagonist	Lamin A splicing
CCOC(=O)c1cnc(SC)nc1N	4%	8%[9.22 µM]	-0.3%	-1%	26%[38.3 µM]	-9%[46.1 µM]	11%
CCC(=O)NC(=S)Nc1ccc(NC(=O)COc2ccc(Cl)cc2Cl)cc1	-1%	9%	3.2%	-1%	8%[38.3 µM]	?	?
CCC(=O)Nc1nc(CC(=O)Nc2ccccc2OC)cs1	0%	-20%	-2.0%	-10%	-4%	-9%[46.1 µM]	-8%
COCCn1c(SCC(=O)N2CCCCC2)nc2ccccc2c1=O	3%	14%	6.1%	-3%	25%[38.3 µM]	-12%[46.1 µM]	32%
O=C(CSc1nccc(=O)[nH]1)N1N=C2/C(=C/c3ccco3)CCCC2C1c1ccco1 (stereo not drawn)	3%	4%	-1.4%	.	9%	-28%	-12%[46 µM]
O=S(=O)(c1ccccc1)c1ccccc1/C=N\O	0%	?	2.8%	2%	16%[38.3 µM]	15%[46.1 µM]	?
CCOC(=O)C1(N(CC)CC)Sc2cc(C)ccc2NC1=O (stereo not drawn)	-7%	13%	-1.3%	-4%	10%[38.3 µM]	-26%[46.1 µM]	2%
O=c1[nH]c2ccc(S(=O)(=O)N3CCN(Cc4ccccc4)CC3)cc2[nH]c1=O	-4%	0%	-2.1%	1%	5%[38.3 µM]	-8%[46.1 µM]	2%
CCOC(=O)N1CCN(S(=O)(=O)c2ccc([N+](=O)[O-])cc2)CC1	-1%	-15%	1.9%	-5%	-3%	13%	23%[9.22 µM]
CC1SCC(=NOCc2ccccc2)CS1 (stereo not drawn)	.	-4%[9.22 µM]	0.1%	10%	.	6%	.
O=S(=O)(NCC1CCCO1)c1ccc2c(c1)OCCO2 (stereo not drawn)	-1%	4%	-3.2%	4%	11%[38.3 µM]	2%[46.1 µM]	-20%
O=C(NC1CCCC1)C1CC(=O)N(CCc2ccccc2)C1 (stereo not drawn)	-2%	11%	1.1%	2%	-4%[38.3 µM]	3%[46.1 µM]	3%
O=C(Cc1cccs1)NCCn1ccc2ccccc21	-1%	7%	0.3%	13%	5%[38.3 µM]	-7%[46.1 µM]	-10%
Cc1[nH]c(=O)[nH]c(=O)c1/C=N/NC(=O)CCCCCNC(=O)OC(C)(C)C	.	4%[9.22 µM]	-3.2%	1%	.	-20%	.
CN(C)S(=O)(=O)c1cccc(C(=O)NC(=S)N(CCC#N)Cc2cccnc2)c1	1%	0%	1.1%	1%	1%	12%	?
CCOC(=O)c1ccc(NC(=O)C(=O)NCCc2ccc(OC)cc2)cc1	1%	-5%[9.22 µM]	2.2%&-0.5%	3%	3%	-9%	?
Cc1c(NC(=O)Nc2ccc3c(c2)OCO3)c(=O)n(-c2ccccc2)n1C	-2%	10%	0.9%	4%	4%[38.3 µM]	-1%[46.1 µM]	10%
C=CCNC(=S)NNC(=O)c1ccccc1	2%	-8%	0.0%	8%	19%[38.3 µM]	4%[46.1 µM]	-5%
CN(C)Cc1c(-c2ccc(Cl)cc2)nc2ccc(Cl)cn12	8%	-13%	-1.2%	-9%	22%	-38%	.
CC1COC(C)(CC(=O)NN2C(=O)c3ccccc3C2=O)O1 (stereo not drawn)	-1%	4%[9.22 µM]	0.0%	6%	-2%	-5%	?
O=C1CC(SCc2nc3ccccc3[nH]2)C(=O)N1c1ccc(F)c(Cl)c1 (stereo not drawn)	6%	-9%[9.22 µM]	-2.9%	-9%	-15%[38.3 µM]	-12%[46.1 µM]	9%
Cc1ccc(-c2cc(N)n(-c3ccc(C)cc3)n2)cc1	-5%	0%	0.0%&-1.2%	-9%	-5%[38.3 µM]	-18%[46.1 µM]	-26%[46 µM]
CC(=O)N1CCN(c2ccc(NCc3ccc(C)s3)cc2)CC1	1%	4%	7.0%	-2%	13%[38.3 µM]	-8%[46.1 µM]	2%
Cc1cnc(CNc2cc(-c3ccoc3)ncn2)cn1	-4%	.	1.9%	.	13%	.	1%
Oc1c(CN2CCc3ccccc3C2)cc(Cl)c2cccnc12	1%	?	4µM*	.	21%[38.3 µM]	6.3µM*	?
CCOC(=O)c1cccnc1SCC(=O)N(CC)c1cccc(C)c1	-5%	-14%	0.5%&-1.5%	3%	-2%[38.3 µM]	-20%[46.1 µM]	-5%[46 µM]
O=[N+]([O-])c1ccc(SCc2ccco2)cc1N1CCOCC1	-5%	-6%	0.0%	?	9%	-20%	5%[46 µM]
